# SUMO1 PPI mod = modulators of SUMO1 protein-protein interactions, primary screen, biochemical, uHTS; hit rate 0.33% among 360,000; SUMO1 binding to a labelled peptide, TR-FRET, 1 h; Small ubiquitin-related modifier 1 (Homo sapiens), P63165; inhibition, % at 20 µM; AID 602429, 2012; in the data active means inhibition above about 37%
# Target sequence (P63165 whole entry, looked up): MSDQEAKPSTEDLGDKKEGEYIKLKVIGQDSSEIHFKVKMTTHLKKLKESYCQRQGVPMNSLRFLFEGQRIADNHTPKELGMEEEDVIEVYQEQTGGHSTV
# CendR NRP1 mod = modulators of CendR peptide binding to NRP-1, primary screen, biochemical, fluorescence polarization, uHTS | inhibition, % at 25 µM | Neuropilin-1 (Homo sapiens), O14786 | hit rate 0.85% among 360,000 | FAM-RPARPAR peptide binding to NRP-1;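 active means inhibition or corrected inhibition above about 18%, plus a signal ratio from 0.5 to 1.5, limit read from the data, passing the limit was not always enough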; further: strong numbers were not always called active
# SKN-1 block = suppressors of acrylamide-induced Pgst-4::GFP reporter in worms, primary screen, SKN-1 inhibitor project, whole organism, uHTS, GFP/RFP fluorescence ratio, strain VP596; inhibition, % at 21.8 µM; AID 624304, 2012; C. elegans VP596 Pgst-4::GFP/RFP ratio, 24 h; hit rate 0.49% among 360,000;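 active means interference check ratio from 0.5 to 1.5 plus GFP to RFP signal ratio inhibition reaching or exceeding a fixed threshold, cut at about 30% in these data, passing the limit was not always enough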; further: some compounds called inactive have numbers as strong as hits
# STEP inh = STEP phosphatase inhibitors, primary screen, biochemical, fluorescence intensity, uHTS. recombinant STEP, OMFP fluorogenic substrate. inhibition, % at 20 µM. hit rate 0.25% among 360,000. AID 588621, 2011;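 active means inhibition at 20 µM, scaled per plate between control wells, above about 37%, limit read from the data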;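 further: 0% = DMSO with enzyme and substrate and 100% = substrate only without enzyme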
# Target sequence (P54829 whole entry, looked up): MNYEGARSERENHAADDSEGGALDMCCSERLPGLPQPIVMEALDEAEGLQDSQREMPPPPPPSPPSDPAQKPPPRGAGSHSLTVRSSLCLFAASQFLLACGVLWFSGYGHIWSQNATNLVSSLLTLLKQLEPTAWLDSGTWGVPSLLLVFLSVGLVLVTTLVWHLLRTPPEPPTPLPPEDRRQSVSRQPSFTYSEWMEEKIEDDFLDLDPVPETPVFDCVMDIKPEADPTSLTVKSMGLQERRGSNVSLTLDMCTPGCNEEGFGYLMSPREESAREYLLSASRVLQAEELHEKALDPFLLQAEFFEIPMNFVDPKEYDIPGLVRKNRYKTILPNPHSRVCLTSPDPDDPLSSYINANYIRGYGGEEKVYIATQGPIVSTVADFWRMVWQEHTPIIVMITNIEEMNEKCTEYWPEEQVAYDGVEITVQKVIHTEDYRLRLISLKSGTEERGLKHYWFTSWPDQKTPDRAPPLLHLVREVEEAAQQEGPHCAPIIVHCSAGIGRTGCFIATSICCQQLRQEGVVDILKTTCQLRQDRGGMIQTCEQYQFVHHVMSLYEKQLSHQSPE
#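 System: STEP (striatal-enriched tyrosine phosphatase) enzyme, cell-free; medium: Bis-Tris pH 6.0 buffer with DTT, detergent; dosing: 20 µM, 1% DMSO; times: reaction 20 min, ambient temperature; detection: fluorescence, 480/540 nm; read-out basis: normalized % inhibition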
# Scp1 inh = Scp-1 phosphatase inhibitors, primary screen, biochemical, colorimetric, uHTS; Recombinant Scp1, phosphopeptide, malachite green phosphate absorbance; inhibition, % at 20 µM; hit rate 0.88% among 340,000; AID 493091, 2011;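 active means inhibition above about 50% at 20 µM, limit read from the data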;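 further: plate controls were DMSO wells with enzyme for no effect and wells lacking enzyme for full effect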
# Target sequence (Q9GZU7 76-261 limits assumed): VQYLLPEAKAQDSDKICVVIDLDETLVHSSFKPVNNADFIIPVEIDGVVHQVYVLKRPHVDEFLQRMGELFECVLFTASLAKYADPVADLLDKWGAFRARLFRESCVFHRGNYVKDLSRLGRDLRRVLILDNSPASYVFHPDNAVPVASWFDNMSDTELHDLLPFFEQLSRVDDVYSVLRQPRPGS
#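 Test system: SCP-1 phosphatase catalytic domain, residues 76-261 | Compound dosing: One concentration, 20 µM, with 1.0% DMSO | Schedule: 45 min room-temperature reaction, 5 min colour, 30 min stabiliser | Detection: Absorbance at 630 nm | Read-out basis: % inhibition of SCP-1 phosphate liberation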
# Neddylation inh = inhibitors of cullin neddylation, primary screen, biochemical, TR-FRET, uHTS, NAE and Ubc12. calls only at 25 µM. hit rate 0.58% among 360,000; in the data active means inhibition above about 36%
# NadD block = inhibitors of S. aureus NadD, primary screen, biochemical, colorimetric, uHTS; inhibition, % at 20 µM; purified NadD enzyme, colorimetric absorbance read-out; hit rate 0.78% among 360,000; Nicotinate-nucleotide adenylyltransferase NadD (Staphylococcus aureus N315); AID 602399, 2012; in the data active means inhibition above about 26%; further: some compounds past the cut are filed as inactive
# DNMT1 inh = human DNMT1 methyltransferase inhibitors, primary screen, biochemical, molecular beacon, fluorescence, HinP1I cleavage, uHTS; DNA (cytosine-5)-methyltransferase 1 (Homo sapiens), P26358; inhibition (reported as % activation of signal), % at 10 µM; hit rate 0.83% among 360,000; AID 588458, 2011; in the data active means inhibition above about 50%
# Tb MetRS inh = T. brucei MetRS inhibitors, primary screen, biochemical, luminescence; hit rate 0.4% among 360,000; methionyl-tRNA synthetase (Trypanosoma brucei brucei); inhibition, % at 11.9 µM; purified T. brucei MetRS, ATP depletion, Kinase-Glo luminescence;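 active means inhibition above a per-plate cutoff of the control wells' mean inhibition plus 3 SD, cut at about 5.5% in these data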;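 further: 0% = DMSO wells median and 100% = median of wells with control inhibitor compound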
#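 Test system – parasite MetRS enzyme · Reagent – substrates ATP, L-methionine and bulk Escherichia coli tRNA · Doses – 11.9 µM compound single dose, 0.9% DMSO · Times – 15 min enzyme-compound preincubation, 2 h reaction, 10 min detection, 25 °C · Signal – Kinase-Glo luminescence, ATP depletion format · Controls – DMSO-only wells as low control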
# LMPTP block = LMPTP phosphatase inhibitors, primary screen, biochemical, fluorescence intensity, uHTS. Low molecular weight phosphotyrosine protein phosphatase (Homo sapiens), P24666. recombinant LMPTP-A, OMFP fluorogenic substrate. inhibition, % at 20 µM. hit rate 0.22% among 360,000. AID 651560, 2012;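 active means compounds that cut the enzyme signal by at least half of the control window in the single-dose screen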;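 further: plate controls were DMSO wells with enzyme plus substrate for no effect and substrate without enzyme for full effect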
# Target sequence (P24666 whole entry, looked up): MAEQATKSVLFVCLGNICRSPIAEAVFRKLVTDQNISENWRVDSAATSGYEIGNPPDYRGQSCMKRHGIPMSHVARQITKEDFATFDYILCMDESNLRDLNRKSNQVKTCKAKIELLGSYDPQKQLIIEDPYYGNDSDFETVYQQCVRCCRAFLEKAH
#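 material = LMPTP-A | quantity = 0.625 nM enzyme | reagent = OMFP substrate, 400 µM final | buffer or medium = Bis-Tris pH 6.0, DTT, detergent | detection = endpoint fluorescence intensity from OMFP dephosphorylation | dosing = single 20 µM dose | read-out basis = % inhibition relative to no-enzyme and uninhibited control wells | control set = no-enzyme and uninhibited controls | timing = 50 min at room temperature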
# An asterisk follows results filed as active; i = inactive; / = not tested or not shown.
SMILES,SUMO1 PPI mod,CendR NRP1 mod,SKN-1 block,STEP inh,Scp1 inh,Neddylation inh,NadD block,DNMT1 inh,Tb MetRS inh,LMPTP block
C=CCNC(=S)N1CCN(CCN=CC2=C(O)CC(c3ccco3)CC2=O)CC1 (centres undefined),-1,14,-10,4,-8,i,10,-14,-0.4,-1.0
CC1(C)CC(N2CCC(=O)NC2=S)CC(C)(C)N1,2,13,-10,-2,-5,i,-2,1,-0.6,2.9
CNC(=O)C(=O)Nc1c(O)c2ccccc2[nH]c1=O,13,7,-12,0,0,i,-2,6,-0.8,0.4
CC1(C)C2CC=C(/C=N/NC(=O)c3ccccc3Br)C1C2 (centres undefined),-4,-6,14,1,-3,i,-4,3,-1.0,1.1
O=C(NCC(c1cccs1)N1CCOCC1)c1cc(=O)[nH]c2ccccc12 (centres undefined),2,1,-3,-1,-5,i,-3,-1,-0.3,-1.1
O=C1C2C3C=CC(C3)C2C(=O)N1c1n[nH]c(CCc2ccccc2)n1 (centres undefined),-1,19,15,-2,-1,i,-7,4,0.4,1.4
CCOC(=O)CSc1ccc2nnc(-c3cccs3)n2n1,-10,13,-10,2,-3,i,1,-2,-0.2,0.2
Cc1ccccc1NC(=O)CSCCN1C(=O)c2ccccc2C1=O,-8,-20,11,-4,-15,i,-3,2,-0.6,-1.2
O=C(/C=C/c1ccc(Cl)cc1)NC(=S)Nc1ccccc1C(=O)O,-2,-17,-2,6,58*,i,-1,5,-1.0,3.1
COc1ccc(/C=N\NC(=O)COc2ccccc2)c(C(=O)O)c1OC,-1,19,-1,-2,-1,i,5,-4,-0.2,-1.0
CCn1ncc(Cl)c1C(=O)NC(C)c1ccccc1 (centres undefined),-2,-8,3,1,0,i,6,2,-0.9,0.1
COc1ccc2nc(N/C(N)=N/C(=S)Nc3cccc(C)c3)nc(C)c2c1,-9,-2,-4,4,12,i,17,-1,-2.4,-0.4
O=C(/C=C/c1cccc([N+](=O)[O-])c1)OCC(=O)N1CCN(C(=O)c2ccco2)CC1,-18,-3,2,-1,-3,i,-1,-1,0.3,0.5
c1ccc2c(c1)Oc1ccccc1S2,3,-1,2,0,-6,i,2,-3,-0.8,1.8
Cc1ccc(C(OCC(O)CNC(C)c2ccccc2)c2ccccc2)cc1 (centres undefined),-4,-1,6,1,-5,i,-6,0,-0.3,-1.4
CC(C)CSC1=NSC2=NC(=O)/C(=C\c3coc4ccccc4c3=O)C(=N)N12,14,134,-8,-142,-10,i,25,3,-0.1,3.4
CCOC(=O)c1ccc(NC(=S)NCCCn2ccnc2)cc1,1,2,-12,-1,2,i,2,10,-1.6,-4.9
CCCCN(CC)S(=O)(=O)c1ccc(C(=O)Nc2nnc(CSC)o2)cc1,0,-3,1,4,-10,i,25,5,0.8,0.0
O=C(O)c1ccc2c(c1)C(=O)N(c1ccccc1-c1ccccc1)C2=O,-11,4,4,-2,6,i,2,0,-0.6,-0.1
CC(=O)n1cc([C@H]2C=C(C(=O)O)O[C@@H](OCCCCO)C2)c2ccccc21,-6,-5,-10,2,-2,i,-6,2,-0.3,0.0
Cc1ccc(C(=O)N2CCN(c3ccc(F)cc3)CC2)cc1S(=O)(=O)N1CCCCC1,6,19,26,6,4,i,-1,0,-0.1,0.9
CC(C)=CC(=O)Nc1ccc(S(=O)(=O)Nc2onc(C)c2C)cc1,4,-5,6,-5,-10,i,-7,-5,-0.6,-2.7
O=c1[nH][nH]cc1C=Nc1ccc(Cl)cc1Cl,1,-4,1,1,-4,i,-2,0,-0.4,-1.6
Cc1cc(C)c2c(c1)SC1=NC(c3ccccc3)(C(F)(F)F)NC(=O)N12 (centres undefined),0,5,-8,-3,-6,i,-3,-4,-0.3,-0.9
Cc1ccc(N2CC(=O)N(NC(=O)Nc3ccc(Cl)c(Cl)c3)CC2=O)cc1,5,9,3,-2,0,i,-1,4,0.3,-1.7
O=C(NC(NNc1ccc([N+](=O)[O-])cc1)(C(F)(F)F)C(F)(F)F)c1ccc(F)cc1,-8,-2,6,0,-9,i,-4,5,-0.4,1.9
COc1ccc(N2CCN(C(=O)[C@H](C)N3C(=O)C4CC=CCC4C3=O)CC2)cc1 (some centres undefined),1,3,9,2,-10,i,-3,-4,-0.2,-1.0
COc1ccccc1N(C(=O)CNC(=O)c1ccco1)C(C(=O)NCC1CCCO1)c1ccccc1 (centres undefined),-1,-8,2,1,-1,i,7,0,-0.1,0.4
CCOC(=O)CC(=O)CSc1n[nH]c(=O)[nH]c1=O,2,-5,-4,-1,-5,i,-2,-1,-0.3,-1.5
CC1=C([N+](=O)[O-])C(c2ccc(O)c(O)c2)NC(=O)N1 (centres undefined),-4,13,2,0,-2,i,1,3,-0.1,7.0

# Record cards, as listed above. Values in the order: SUMO1 PPI mod | CendR NRP1 mod | SKN-1 block | STEP inh | Scp1 inh | Neddylation inh | NadD block | DNMT1 inh | Tb MetRS inh | LMPTP block
# CCOC(=O)CC(=O)CSc1n[nH]c(=O)[nH]c1=O as listed: 2 | -5 | -4 | -1 | -5 | i | -2 | -1 | -0.3 | -1.5
# Cc1cc(C)c2c(c1)SC1=NC(c3ccccc3)(C(F)(F)F)NC(=O)N12 (centres undefined) as listed: 0 | 5 | -8 | -3 | -6 | i | -3 | -4 | -0.3 | -0.9
# Cc1ccc(C(=O)N2CCN(c3ccc(F)cc3)CC2)cc1S(=O)(=O)N1CCCCC1 as listed: 6 | 19 | 26 | 6 | 4 | i | -1 | 0 | -0.1 | 0.9

# Continued.
SMILES,SUMO1 PPI mod,CendR NRP1 mod,SKN-1 block,STEP inh,Scp1 inh,Neddylation inh,NadD block,DNMT1 inh,Tb MetRS inh,LMPTP block
Cc1ccc(S(=O)(=O)Nc2ccc(Cl)cc2C(=O)c2ccccc2)cc1,0,17,-4,-1,0,i,3,8,-1.4,-0.7
COCCn1c(SC(C)C(=O)NC2CCCCC2C)nc2ccccc2c1=O (centres undefined),0,10,1,2,7,i,-3,2,-0.6,-1.8
O=C1OC(Cc2ccccn2)C(O)=C1C1=NCCCN1 (centres undefined),-2,-10,7,-1,-10,i,-5,-2,0.3,-7.9
O=C(CCN1CCOCC1)NCC1COc2ccccc2O1 (centres undefined),1,-2,-21,1,-1,i,-1,-1,-1.1,-0.7
O=C(/C(Cl)=C/Nc1ccc(Br)cn1)C(F)(F)F,-4,8,0,-3,-17,i,-11,9,0.5,1.2
CCCC(=O)Nc1c(C)nn(C(=O)CCC)c1C,1,24,-9,-4,-6,i,0,2,-0.9,-2.9
CN(C)CCNC(=S)NC1CCCCC1,0,1,-14,1,-9,i,-5,-1,0.3,-5.0
Cc1nc(OCc2c(C)noc2C)c2ccccc2n1,1,20,-2,0,-5,i,-3,4,-0.6,1.8
CC(=O)c1cccc(NC(=O)Nc2ccccc2)c1,-1,-13,3,0,-2,i,-4,2,0.6,-1.6
CCN(CC)S(=O)(=O)c1cc(C(=O)OCC(=O)c2ccc3c(c2)NC(=O)CO3)ccc1Cl,-1,-4,0,0,-4,i,-6,-2,-0.5,4.2
CCOC(=O)CSc1cc(C)nc(NC(C)=O)n1,2,-15,-2,-2,-8,i,2,5,0.0,-0.5
Cc1noc(C)c1CSCC(=O)Nc1ccccc1N1CCCCC1,0,11,-2,0,/,i,-4,3,-0.7,0.3
Cn1c(=O)n(CCCOc2ccc(Br)cc2)c2ccccc21,-4,-5,21,1,-18,i,-8,-4,-0.1,3.4
Cc1ccc2c(C)c(C(=O)Nc3ccc(S(=O)(=O)Nc4onc(C)c4C)cc3)oc2c1,13,4,-12,2,-9,i,2,1,-0.1,-0.6
CCc1ccc(C(=O)CN2C(=O)NC3(CCOc4ccccc43)C2=O)s1 (centres undefined),-7,2,19,0,-5,i,-2,0,0.5,-0.3
COC(=O)C1C(=O)C2=C(CC1C)NC(=O)CC2c1ccc(O)c(OC)c1 (centres undefined),2,-2,-1,-1,4,i,0,-2,-1.4,0.1
CN1CCCC(OC(=O)COc2ccccc2)C1 (centres undefined),-2,-16,-3,-2,0,i,-2,5,-0.7,-1.8
CN(C)S(=O)(=O)Oc1ccccc1C(=O)Nc1ccccc1Cl,1,51*,0,-3,-1,i,-1,1,-0.9,-0.4
COc1cccc(CSCC(=O)NCCc2ccccc2)c1OC,-1,5,-3,-2,-3,i,-8,1,-0.1,-1.0
Cc1cc2nc(SCCN3CCOCC3)[nH]c2cc1C,-2,8,3,-3,3,i,-14,1,-1.2,-1.9

# Structures above printed as active in Scp1 inh.
smiles,SUMO1 PPI mod,CendR NRP1 mod,SKN-1 block,Scp1 inh,Neddylation inh,NadD block,DNMT1 inh,Tb MetRS inh,LMPTP block
O=C(/C=C/c1ccc(Cl)cc1)NC(=S)Nc1ccccc1C(=O)O,-2,-17,-2,58*,i,-1,5,-1.0,3.1

# (continued)
SMILES,SUMO1 PPI mod,CendR NRP1 mod,SKN-1 block,STEP inh,Scp1 inh,Neddylation inh,NadD block,DNMT1 inh,Tb MetRS inh,LMPTP block
Cc1ccc(C(=O)NCCNc2nc3cc(C)c(C)cc3cc2C)cc1,24,-10,15,3,5,i,-5,56*,-0.4,1.3
C=CCSc1nnc(NC(=O)Cn2cnc3c2c(=O)n(C)c(=O)n3C)s1,6,8,6,-5,-7,i,-4,1,0.2,-1.9
O=C(Nc1ccc(Nc2ccccc2)cc1)C1CC1,0,-8,3,-4,-3,i,-1,-22,-0.1,-1.8
O=C(COC(=O)c1ccc([N+](=O)[O-])s1)NC(c1ccccc1)c1ccccc1,59*,0,0,-1,2,i,-9,28,0.0,-0.6
CCCN(CCC)Cc1c(C(=O)N/N=C/c2ccc(C)o2)nnn1-c1nonc1N,-22,8,13,-1,-9,i,4,3,-0.1,-2.3
O=C(O)c1cccc(S(=O)(=O)Nc2cccc(S(=O)(=O)Nc3ccc(Br)cc3)c2)c1,7,-8,0,-1,1,i,5,-2,-0.3,0.5
CN(Cc1c(C(=O)N/N=C/c2cccc(F)c2)nnn1-c1nonc1N)C1CCCCC1,1,11,-1,0,-1,i,9,0,-0.3,1.5
CC(OC(=O)c1cccc(S(=O)(=O)Nc2ccccc2F)c1)C(=O)NCc1ccc2c(c1)OCO2 (centres undefined),6,2,4,1,-7,i,-1,-6,-0.1,1.2

# Bioassay records (PubChem)
